# OX1R antag-1: antagonists of human orexin 1 receptor; inhibition, % at 5 µM; CHO/OX1R cells, Fluo-8 calcium fluorescence, orexin A; O43613; AID 434989; 0.43% of 330,000 active;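 active = inhibition above its plate's threshold, mean inhibition of all tested compounds on the plate plus 3 SD, cut at about 37% in these data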;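 also: 0% = orexin A challenge wells and 100% = SB-334867-A antagonist wells; not every result past the cut was called active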
# Target sequence (O43613 whole entry, looked up): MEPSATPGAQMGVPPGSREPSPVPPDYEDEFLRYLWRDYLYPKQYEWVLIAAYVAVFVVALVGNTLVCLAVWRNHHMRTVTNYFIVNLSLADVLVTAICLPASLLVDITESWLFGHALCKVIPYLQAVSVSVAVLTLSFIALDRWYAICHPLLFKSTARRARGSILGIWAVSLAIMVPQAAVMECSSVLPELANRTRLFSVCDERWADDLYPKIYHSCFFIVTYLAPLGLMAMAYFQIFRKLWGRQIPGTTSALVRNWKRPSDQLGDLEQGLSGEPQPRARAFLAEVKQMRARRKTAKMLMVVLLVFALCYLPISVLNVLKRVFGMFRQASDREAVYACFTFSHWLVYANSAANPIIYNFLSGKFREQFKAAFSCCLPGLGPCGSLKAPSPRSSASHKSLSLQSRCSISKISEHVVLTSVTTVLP
# CHT allo act: allosteric activators of human choline transporter CHT; B-score at 10 µM; Q9GZV3; AID 488977; CHT-expressing cells, membrane potential dye, choline EC20; active compounds read high; LV-AA mutant CHT in HEK293 cells; 0.49% of 310,000 active;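 active = initial fluorescence not abnormally high and integrated response B-score, plate-corrected, over 3 SD above library mean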
# Target sequence (Q9GZV3 whole entry, looked up): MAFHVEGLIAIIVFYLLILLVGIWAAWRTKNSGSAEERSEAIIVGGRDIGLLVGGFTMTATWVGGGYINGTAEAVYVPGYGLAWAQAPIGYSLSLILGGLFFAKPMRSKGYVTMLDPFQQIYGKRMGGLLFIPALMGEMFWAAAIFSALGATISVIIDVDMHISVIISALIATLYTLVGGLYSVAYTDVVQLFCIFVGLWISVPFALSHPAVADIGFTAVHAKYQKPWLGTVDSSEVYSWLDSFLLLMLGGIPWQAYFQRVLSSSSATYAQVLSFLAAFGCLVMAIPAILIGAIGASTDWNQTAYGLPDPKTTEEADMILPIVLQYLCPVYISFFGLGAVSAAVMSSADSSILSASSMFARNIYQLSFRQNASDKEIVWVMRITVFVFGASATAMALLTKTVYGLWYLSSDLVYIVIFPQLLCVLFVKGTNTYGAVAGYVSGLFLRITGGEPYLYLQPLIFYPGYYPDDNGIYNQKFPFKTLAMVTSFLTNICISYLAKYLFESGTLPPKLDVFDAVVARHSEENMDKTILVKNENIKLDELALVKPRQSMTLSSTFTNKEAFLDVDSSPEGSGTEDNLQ
# OX1R antag-2: blocks the human orexin 1 receptor; O43613; OX1R-expressing cells, FRET antagonist read-out; inhibition, % at 6.6 µM; 1.8% of 330,000 active; AID 485270; in the data active = inhibition mostly above about 38%, no sharp cut-off; inactive = mostly below about 40%;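 also: 0% = agonist challenge alone and 100% = reference antagonist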
# The depositor's hits bear a star; i = inactive; x = not tested or not shown. Outcome played no part in choosing rows (roughly 2.5% active in at least one column).
SMILES,OX1R antag-1,CHT allo act,OX1R antag-2
Cc1ccc(S(=O)(=O)N2[C@@H](c3ccc(Cl)cc3)C(C(=O)O)=C[C@H]2C(C)(C)C)cc1,-17,x,17
CC(=O)Nc1cc(-c2nn(C)c(=O)c3ccccc23)ccc1N1CCOCC1,-22,i,17
COc1ccc(Cc2nnc(SCC(=O)Nc3cc(Cl)ccc3C)[nH]c2=O)cc1,-10,i,17
CCN1CCN(CC(=O)c2c[nH]c3ccc(C)cc23)CC1,-10,i,6
O=C(CN1CCN(c2ccccn2)CC1)Nc1ccc(OC(F)(F)F)cc1,-19,i,2
CC(Oc1ccc(Cl)cc1)C(=O)/C=C/N(C)C (centres undefined),-15,i,1
O=C(Nc1nccs1)c1ccc(N2C(=O)[C@@H]3[C@H](C2=O)[C@H]2C=C[C@@H]3C2)cc1,-9,i,6
COC(=O)c1sccc1NC(=O)c1ccco1,-20,i,19
COC(=O)c1c(N)sc2c1CCN(c1ncc(C(F)(F)F)cc1Cl)C2,-26,i,10
Cn1c(=O)c(=O)n(C)c2cc(S(=O)(=O)Nc3ccc4c(c3)OCCO4)ccc21,-9,i,2
O=C(Nc1cc(Cl)ccc1-n1cncn1)c1cncc(Br)c1,8,i,10
COC(=O)c1ccc(COc2ccccc2/C=N/NS(=O)(=O)c2ccc(C)cc2)cc1,0,i,4
c1ccc(SCCc2ccncc2)cc1,-5,i,18
O=C1CCCN1C(=O)COc1ccccc1[N+](=O)[O-],-16,i,8
O=C(CCN1C(=O)C2CC=CCC2C1=O)Nc1nccs1 (centres undefined),-4,i,-10
Cc1sc2nc(C(C)C)oc(=O)c2c1C,-12,i,12
O=C(CSc1nc2c(c(C(F)(F)F)n1)CCc1ccccc1-2)NCc1ccccc1,-22,i,28
O=C(NCCN1C(=O)S/C(=C\c2ccc(Cl)c(Cl)c2)C1=O)c1ccc2c(c1)C(=O)N(Cc1ccncc1)C2=O,5,i,8
O=C(CSCc1cccc(Br)c1)NC1CC1,-17,i,7
Cc1cccc(-c2nc(=S)c3c(n2Cc2ccco2)CCCC3)c1,-20,i,12
COc1ccc(N2C3=C(C(=O)CC(C)(C)C3)C(c3cnn(C)c3)C3=C2CC(C)(C)CC3=O)cc1,-39,i,31
CCC(C#CCN1CCOCC1)(CC)OCCC#N,1,i,22
COc1ccc(OC)c(CCNC(=O)CCn2ccc3cc(S(=O)(=O)N4CCCC4)ccc32)c1,-18,i,4
CCCCN(C)C(=O)c1cc2cc3cc(OC)ccc3nc2o1,-10,i,15
COc1ccc(S(=O)(=O)N2CCc3ccccc32)cc1NC(C)=O,-4,i,16
CCOc1ccccc1NC(=O)COC(=O)c1ccc2ccccc2n1,-21,x,1
CC(C)(C)OC(=O)NCCCCCNC(=O)c1nc[nH]c1C(=O)NCC(=O)OCc1ccccc1,-4,x,22
O=C(c1ccccc1Br)N1CCc2c([nH]c3ccccc23)C1,-16,i,5
O=C(O)c1cccc(S(=O)(=O)N(Cc2ccccc2)c2ccccc2)c1,-6,i,10
CC(C)(C)NC(=O)CCc1ncc(C(F)(F)F)cc1Cl,-15,i,2
COc1ccc(-c2csc(N3CCC(C(N)=O)(N4CCCCC4)CC3)n2)cc1,-16,i,3
O=C(CSc1nnc(Nc2ccccc2F)s1)Nc1cccc(S(=O)(=O)N2CCCCC2)c1,-30,i,5
CCCCOc1nc2ccccc2nc1NS(=O)(=O)c1ccc(F)cc1,4,i,19
CCCCC(CC)C(=O)Nc1ccc(C)c(O)c1 (centres undefined),-2,i,6
CSc1nc(C(=O)N2CCCC(Nc3ccc(C)c(C)c3)C2)cs1 (centres undefined),-36,i,24
c1cc(-c2noc(CCC3CCCC3)n2)ccn1,-4,i,8

# 6 compounds from above with just OX1R antag-1.
molecule	OX1R antag-1
COc1ccc(-c2csc(N3CCC(C(N)=O)(N4CCCCC4)CC3)n2)cc1	-16
O=C(CSc1nnc(Nc2ccccc2F)s1)Nc1cccc(S(=O)(=O)N2CCCCC2)c1	-30
CCCCOc1nc2ccccc2nc1NS(=O)(=O)c1ccc(F)cc1	4
CCCCC(CC)C(=O)Nc1ccc(C)c(O)c1 (centres undefined)	-2
CSc1nc(C(=O)N2CCCC(Nc3ccc(C)c(C)c3)C2)cs1 (centres undefined)	-36
c1cc(-c2noc(CCC3CCCC3)n2)ccn1	-4

# Other compounds.
SMILES,OX1R antag-1,CHT allo act,OX1R antag-2
CC(=O)c1ccc(S(=O)(=O)N(C)CCCC(=O)N(C)Cc2c(F)cccc2Cl)cc1,-33,i,9
CCN(CC)C(=O)C(Cc1ccccc1)N1C(=O)c2ccccc2C1=O (centres undefined),-14,i,24
CC(C)Cn1c(N)c(C(=O)COC(=O)C2=COCCO2)c(=O)n(C)c1=O,-12,i,10
CC(=O)NC(CC(=O)NCc1ccncc1)c1ccccc1 (centres undefined),-12,i,20
O=c1ccc(C(F)(F)F)cn1Cc1cc(=O)n2ccsc2n1,-8,i,20
Cc1ccc(-n2nc3c(=O)n(C(C)C(=O)NCCc4cccs4)nc(C)c3c2C)cc1 (centres undefined),-28,i,6
Fc1cccc(Nc2ncnc3[nH]ncc23)c1,-8,i,5
Cc1nn(C)c(C)c1S(=O)(=O)N(CC(=O)Nc1ccc2c(c1)OCO2)c1ccc(C(C)C)cc1,-38,i,9
O=c1nc2ccccc2c(NS(=O)(=O)c2ccc(Cl)cc2)n1-c1ccccc1,-5,i,29
Cc1c(C(=O)O/N=C(\N)c2ccccn2)cccc1[N+](=O)[O-],-14,i,22
Cc1ccc(-n2c(C)cc(C)c(C#N)c2=O)cc1C,-6,i,15
Clc1ccc(Cn2c(CN3CCCC3)nc3ccccc32)cc1,-38,i,12
CC(=O)Nc1ccc(S(=O)(=O)NCC(=O)OCc2ccccc2)cc1,-12,i,8
CCn1c(SCC(=O)Nc2ccc3c(c2)OCO3)nc2c(c1=O)SC(C)C2 (centres undefined),-37,i,18
COc1ccc(C(=O)Nc2cccc(C(C)=O)c2)cc1S(=O)(=O)N1CCOCC1,-19,i,27
O=C(CSc1ccc(S(=O)(=O)N2CCCCC2)cn1)Nc1ccccc1Br,19,x,23
Cc1cc(=O)oc(C)c1C(=O)Nc1c(C)n(C)n(-c2ccccc2)c1=O,-1,i,9
CCc1c(C)n([O-])c2c([n+]1=O)CCC2,-11,i,11
O=C(Nc1ccccc1N1CCCCC1)c1ccc(Cl)c([N+](=O)[O-])c1,-3,i,7
COc1cccc(C(C(=O)NC2CCCC2)N(Cc2ccc(C)cc2)C(=O)c2ccco2)c1OC (centres undefined),-16,i,46
COc1ccc(Cl)cc1N1C(=O)C2CCCN2C1c1sccc1C (centres undefined),-16,i,5
COc1ccc([C@H]2CC(=O)C=C(c3c(OC)cccc3OC)C2)cc1,-4,x,18
O=C(CCNS(=O)(=O)c1ccccc1C(F)(F)F)N1CCN(c2ccccc2O)CC1,-13,i,12
COc1cc(CC(NC(C)=O)C(=O)NC2CCN(C(=O)Nc3ccccc3Cl)CC2)cc(OC)c1 (centres undefined),-22,i,15

# Single records, from the list above. Order of values: OX1R antag-1	CHT allo act	OX1R antag-2
# Listed for `COc1ccc(C(=O)Nc2cccc(C(C)=O)c2)cc1S(=O)(=O)N1CCOCC1` → -19	i	27
# Listed for `CCc1c(C)n([O-])c2c([n+]1=O)CCC2` → -11	i	11
# Listed for `COc1cccc(C(C(=O)NC2CCCC2)N(Cc2ccc(C)cc2)C(=O)c2ccco2)c1OC` (centres undefined) → -16	i	46

# Continuation.
SMILES,OX1R antag-1,CHT allo act,OX1R antag-2
O=C(Nc1ccc(Cl)c(C(F)(F)F)c1)[C@@H]1CC=C[C@@H]2CCN(C3CC3)C(=O)[C@@H]21,-10,i,62*
O=C(O)CCN1CCc2ccccc2C1c1cccs1 (centres undefined),12,i,18
COc1ccc(N(CC(=O)NCCSc2ccccc2)S(=O)(=O)c2ccccc2)c(OC)c1,1,x,27
c1ccc(Nc2nc(N3CCCCC3)nc(N3CCCCC3)n2)cc1,-12,i,25
CN1C(=O)[C@H]2[C@@H](C3CC3)N3C(=O)CN(CC4CC4)C(=O)[C@@]3(C)[C@H]2C1=O,-10,i,8
CC(C)CCNC(=O)c1onc(CSc2ccncc2)c1C(=O)NCCC(C)C,-35,i,21
COC(=O)c1ccc2c(=O)n(-c3ccc(OC)cc3)c(=S)[nH]c2c1,-21,i,24
O=C(N1CCOCC1)N1CCN(c2ccccn2)CC1,-4,i,7
CN(C)CCCN(Cc1ccccc1)C(=S)Nc1ccc(SC(F)F)cc1,-6,i,14
Cc1ccc(S(=O)(=O)N2CCC(C(=O)N[C@@H](C)C(=O)NCc3ccccc3)CC2)cc1,-23,i,6
CCCCn1ccnc1C(=O)c1ccc(S(=O)(=O)N(CCOC)CCOC)cc1,-17,i,9
N/C(=N/OC(=O)c1ccccc1Cl)c1nonc1N,-3,i,23
COc1ccc(C(=O)c2oc3ccc(OC)cc3c2NC(C)=O)cc1,-6,i,24
CN1C(=O)[C@H]2[C@@H](/C=C/c3ccccc3)N3C(=O)CN(CCO)C(=O)[C@@]3(C)[C@H]2C1=O,1,i,13
c1ccc(-c2nc3nc4ccccc4nc3n2CC2CCCO2)cc1 (centres undefined),-18,i,24
CCc1cc2c(SCC(=O)N(CC)c3c(N)n(Cc4ccccc4)c(=O)[nH]c3=O)ncnc2s1,40,i,84*
CC(=O)CCC(=O)OCC(=O)c1ccc(C(F)(F)F)cc1,2,i,4
Cc1noc(C)c1CSc1nc2ccccc2c(=O)n1-c1ccc(Cl)cc1,-34,i,19
COc1ccc(C(O)C(CN2CCOCC2)c2ccccc2)cc1F (centres undefined),-16,i,13
O=C(NCCC(=O)N(CCc1ccccc1)Cc1ccccc1)c1ccccc1Cl,-48,i,25
O=C(Nc1cccc(S(=O)(=O)NC2=NCCCCC2)c1)c1cc(-c2ccc(Cl)cc2)nc2ccccc12,-9,i,27
Cc1ccc(NC(=O)c2cc(S(=O)(=O)N3CCCC3)cn2C)cc1C,-38,i,25
CC(C)CN(CC(C)C)S(=O)(=O)N1CCC(C(=O)NCc2ccc3c(c2)OCO3)CC1,-24,i,32
O=C(N/N=C/c1ccsc1)c1cc(-c2cccs2)nc2ccccc12,-48,i,7

# An excerpt from above in order of the OX1R antag-2 value, low to high.
canonical_smiles | OX1R antag-1 | OX1R antag-2
CC(=O)CCC(=O)OCC(=O)c1ccc(C(F)(F)F)cc1 | 2 | 4
CN1C(=O)[C@H]2[C@@H](/C=C/c3ccccc3)N3C(=O)CN(CCO)C(=O)[C@@]3(C)[C@H]2C1=O | 1 | 13
CCc1cc2c(SCC(=O)N(CC)c3c(N)n(Cc4ccccc4)c(=O)[nH]c3=O)ncnc2s1 | 40 | 84*

# Further compounds:
SMILES,OX1R antag-1,CHT allo act,OX1R antag-2
O=C(O)Cc1sc(-c2ccccc2Cl)nc1-c1ccccc1,-10,i,18
O=C(O)C1CCN(C(=O)COc2ccc(Br)cc2)CC1,-3,i,6
CCC(c1nnnn1Cc1ccco1)N(CCN1CCOCC1)Cc1cc2cc(C)ccc2[nH]c1=O (centres undefined),-27,i,29
CC1CN(S(=O)(=O)c2ccc(C(=O)NC3CCCCC3)cc2)CC(C)O1 (centres undefined),-19,x,10
O=C(Nc1ccccc1F)c1ccc([N+](=O)[O-])s1,-2,i,38*
CC1(C)CC(=O)C=C(c2cccc3c2oc2ccccc23)C1,-46,i,29
Cc1ccccc1OCC(=O)Nc1cc(Cl)ccc1Oc1ccccc1,-29,i,20
Cc1ccc(CC23CN4CCN(CC(C4)C2O)C3)c(C)c1 (centres undefined),-2,i,11
CCCn1c(NC(=O)c2ccc(C)cc2)nc2ccccc21,-38,i,33
N=c1oc2ccc3ccccc3c2cc1-c1nnc2n1CCCCC2,-31,i,4
COc1ccc(N2C3=C(CC4=C2CC(C)(C)CC4=O)C(=O)CC(C)(C)C3)cc1,2,i,21
O=C(CNC(=O)C12CC3CC(CC(C3)C1)C2)N1CCN(S(=O)(=O)c2cccs2)CC1,-16,i,1
O=C(C(c1ccccc1)c1ccccc1)N(Cc1ccco1)C1CCS(=O)(=O)C1 (centres undefined),-14,i,18
CCC(C)n1nccc1NC(=O)C(C)Cl (centres undefined),-5,i,9
Cc1noc(C)c1C(=O)Nc1ccc(N(C)C)cc1,-4,i,19
N#Cc1c(-c2ccccc2)nc(-c2ccccc2)nc1N1CCOCC1,-19,i,12
CN(CC1COc2ccccc2O1)C(=O)c1ccc(Cl)c(S(=O)(=O)N2CCCCCC2)c1 (centres undefined),28,x,21
CC(=O)Nc1ccc(C(=O)N/N=C(\C)CC(=O)Nc2ccc(OCc3ccccc3)cc2)cc1,13,i,19
Cc1nc(NC(=O)c2ccc(F)cc2)nc2cc3c(cc12)OCO3,-5,i,18
C[C@@H]1C(NC(=O)c2ccccc2)CC2CC1C2(C)C (some centres undefined),-12,i,9
COc1cc(NC(=S)NC2CC2)c(OC)cc1Cl,-12,i,8
O=C(CCN1CCOCC1)NC1CCCN(Cc2ccccc2F)C1 (centres undefined),-22,i,33
COc1ccccc1C(=O)Nc1cc(-c2ccc(C)cc2)no1,8,i,36
Cc1noc(C)c1S(=O)(=O)N(CC(=O)NCc1ccc(Cl)cc1)c1ccc2c(c1)OCO2,30,i,81*
CCOC(=O)N1CCN(C(=O)c2ccc(CNS(=O)(=O)c3ccc(NC(C)=O)cc3)cc2)CC1,7,i,7
COc1ccc(S(=O)(=O)N(C)C)cc1NC(=O)CSc1ncccn1,7,i,14
O=C(Nc1ccc(N2CCN(c3ccc(O)cc3)CC2)cc1)Oc1ccccc1,-1,i,5
CCOc1ccc(CCNC(=O)COC(=O)c2ccc(C)s2)cc1OCC,-27,i,-1
CCCCn1nc2cc(C(=O)NCCc3cccs3)ccc2c1OCC,-23,i,22
Nc1c(C(=O)C2CC2)sc2nc(-c3ccccc3)cc(C(F)(F)F)c12,21,i,0
O=C(O)CCSCCCN1C(=O)c2cccc3cccc(c23)C1=O,-12,i,15
COc1ccc(/C=C/C(=O)NCc2cn(C)nc2C)cc1COc1ccc(Br)cc1,-29,i,7

# High-throughput results: PubChem, several laboratories
